Compound activity (PubChem BioAssay)
Dynein transport: blocks dynein driven cargo transport along microtubules | 3617.4 mouse cells, GR-EGFP nuclear translocation imaging; test concentration mostly 20 µM; stimulated with dexamethasone, 1 µM; hits give low values | z-score, hits read low | 0.47% of 220,000 active;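 active means plate z-score of nuclear minus cytoplasmic receptor signal below a set negative limit, without overly bright fluorescence or cell loss, cut at about -3.5 in these data, passing the limit was not always enough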;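 further: z-score of nuclear minus cytoplasmic ring GR-EGFP intensity difference per well; some compounds called inactive have numbers as strong as hits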
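Buffer or medium: Induction medium lacking tetracycline, stripped serum | Also added: Dexamethasone agonist, 1.0 µM final, for 30 min | Timing: 48 h induction, 1 h compound, 30 min dex at 37 °C | Detection: Formaldehyde fixation, Hoechst nuclear stain, 10x automated fluorescence imaging | Measure: Nuclear versus cytoplasmic GR-EGFP signal, averaged per well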
P. falciparum M1AAP: P. falciparum M1AAP inhibitors, biochemical, fluorogenic H-Leu-NHMec substrate, 1536-well (AID 1445). 0.42% of 220,000 active. one-dose inhibition, % at 30 µM; IC50 in µM for titrated hits. recombinant M1AAP, H-Leu-NHMec fluorogenic kinetic assay; higher % means a stronger effect;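 active means primary inhibition above the hit cutoff, then over 50% inhibition at one or more dose response concentrations, cut at about 23% in these data, passing the limit was not always enough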;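 further: plate controls were DMSO full reaction for no effect and no enzyme background for full effect; strong numbers were not always called active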
Hep lipid drop: hepatic lipid droplet formation modulation; 0.4% of 240,000 active; AML12 mouse hepatocytes, oleate lipid droplets, BODIPY imaging; inhibition, % at 6.5 µM;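 active means lipid droplet intensity inhibited by at least 50%, with more than 500 cells counted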
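Test system: AML12 mouse liver cells; schedule: overnight exposure; technique: high-content imaging of BODIPY-stained droplets and DAPI nuclei; read-out: % inhibition of corrected integrated BODIPY droplet signal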
CSM14.1 death rescue: rescue of cells from ER stress-induced death, primary screen, 384-well, CSM14.1, thapsigargin, ATP luminescence (AID 1222). CSM14.1 thapsigargin-induced death rescue, ATP luminescence; higher % means a stronger effect. cellular ATP content (survival), % at 20 µM, or EC50 in µM where a hit was titrated. 190,000 tested, under 10 active;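 active means EC50 below 50 µM in the dose-response confirmation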;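 further: death triggered by thapsigargin at about 15 µM added after 2 h compound pretreatment; cell ATP read after overnight thapsigargin exposure of roughly 18 to 22 hours; normalized against plate controls of thapsigargin alone and 5% DMSO vehicle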
Yfh1-depleted yeast: enhancers of respiration in Yfh1-depleted yeast, dose response, Friedreich's ataxia, plus single-dose screen (AID 1465); S. cerevisiae Yfh1-off respiration, WST-1 reduction, 72 h; higher fold induction means a stronger effect; fold induction at 50 µM; hits with a dose series show EC50 in µM; 0.074% of 220,000 active;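 active means fold induction of absorbance versus untreated yeast above a set limit, then at least 30% activation at any dose in follow-up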;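 further: activators that raise dye reduction in frataxin-depleted yeast; strong numbers were not always called active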
P. falciparum M17LAP: P. falciparum M17LAP inhibitors, primary screen, biochemical, fluorogenic H-Leu-NHMec substrate, 1536-well (AID 1619). recombinant M17LAP, H-Leu-NHMec fluorogenic kinetic assay; higher % means a stronger effect. inhibition, % at 30 µM; hits with a dose series show IC50 in µM. 0.38% of 220,000 active;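 active means compound inhibiting the enzyme by more than half at any dose during confirmatory dose-response retesting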;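 further: plate controls were full reaction with DMSO carrier for no effect and no enzyme background for full effect; strong numbers were not always called active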
Autophagy mod: alters autophagy in cells | MEF GFP-LC3 puncta imaging; test concentration mostly 10 µM | calls only at 10 µM (by protocol) | 0.98% of 190,000 active;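 active means percentage of spot-positive cells more than 3 SD above its plate mean, without a fluorescence outlier flag or 80% toxicity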;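 further: spot-positive cell cutoff set from DMSO-treated cells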
MT stabilizer: stabilizes microtubules in HeLa cells. HeLa tubulin immunostaining HCS, 24 h; share of cells brighter than vehicle mean+2SD. 0.83% of 200,000 active. % tubulin-high responders, % at 10 µM;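 active means plate Z-score above 3 for both tubulin-high and condensed-nucleus cell shares, with cell loss under 80%, at 10 µM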;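 further: anti alpha tubulin signal scored within the nucleus-defined area of each cell; some results filed as inactive read as strong as hits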
Insulin prom up: MIN6 insulin promoter up-regulation | AID 1625 | z-score at 5 µM | 0.3% of 190,000 active | MIN6 insulin promoter-GFP reporter, high-content imaging; hits give high values;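 active means z-score above 3 at 5 µM with at least 500 cells counted in the well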
Dynein transport cytoplasmic EGFP: also measured in Dynein transport; calls as there; z-score; measured here: cytoplasmic GR-EGFP intensity; hits give high values
Dynein transport nuclear GR-EGFP: recorded beside Dynein transport, whose call it bears; z-score; measured here: nuclear GR-EGFP intensity;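 lower value marks the stronger effect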
Dynein transport cell count: also measured in Dynein transport; calls as there; z-score; measured here: cell count per field
Insulin prom up cell count: also measured in Insulin prom up; calls as there; cell count; measured here: cytotoxicity, nuclei count;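 total cells summed across four imaged fields per well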
Hep lipid drop cells 6.5 µM: second read-out of Hep lipid drop, no call of its own (marks repeat the call); cell count; measured here: cell count, cytotoxicity flag;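 cells counted across two imaged fields per well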
MT stabilizer Hoechst-high %: second read-out of MT stabilizer, no call of its own (marks repeat the call); % Hoechst-high responders; measured here: nuclear condensation Hoechst responders;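 share of cells brighter than vehicle mean plus two SD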
MT stabilizer cytotoxicity %: further read-out of MT stabilizer, marked with its call; toxicity, %; measured here: cytotoxicity by cell density;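 0% = mean cell density of plate MIN control wells and 100% = no cells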
Autophagy mod cell loss 18 h: second read-out of Autophagy mod, no call of its own (marks repeat the call); toxicity, %; measured here: cell loss, nuclei count;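 cell loss after 18 h compound exposure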
The depositor's hits bear a star; i = inactive; · = no result given.

SMILES	Dynein transport	Dynein transport cytoplasmic EGFP	Dynein transport nuclear GR-EGFP	Dynein transport cell count	P. falciparum M1AAP	Hep lipid drop	Hep lipid drop cells 6.5 µM	CSM14.1 death rescue	Yfh1-depleted yeast	P. falciparum M17LAP	Autophagy mod	Autophagy mod cell loss 18 h	MT stabilizer	MT stabilizer Hoechst-high %	MT stabilizer cytotoxicity %	Insulin prom up	Insulin prom up cell count
Cc1onc(-c2ccccc2)c1C(=O)N=C(N)c1ccc(Cl)cc1	1.1	0.29	0.48	-1.1	6%	-61	722	·	i	-3%	·	·	·	·	·	·	·
CC(=O)N1CC=C2C(C#N)=C(N)C(C#N)(C#N)[C@H](c3ccoc3)[C@H]2C1	-0.64	-0.18	-0.56	0.26	13%	4	644	-1.7%	i	-45%	i	-1	2.2	1.9	3.7	0.97	1953
Cc1ccc(/C=C/C(=O)N2CCCN(C(=O)/C=C/c3ccc(C)cc3)CC2)cc1	0.53	-0.33	0.28	0.71	-4%	38	537	-0.5%	i	3%	i	3	6.3	2.9	1.3	0.26	1537
COc1ccc(-n2nc(C(=O)Nc3nc4ccc(OC)cc4s3)c3ccccc3c2=O)c(OC)c1	0.057	-0.23	0.22	5.2	2%	-10	589	-2.5%	i	-3%	i	21	5.7	3.4	1.3	-0.51	1263
O=C(O)CSC1CC(=O)N(c2cccc(Cl)c2)C1=O (centres undefined)	2.6	0.59	2	-1.4	7%	·	·	-1.5%	i	17%	i	19	5.3	1.5	6.6	-0.23	725
O=C(CCc1ccccc1)Nc1cccc(NC(=O)CCc2ccccc2)c1	0.017	-0.27	-0.11	0.17	2%	-4	690	0.7%	i	2%	i	-5	1.8	1.3	5.4	-0.35	857
CC1Cc2nc(SCC(=O)N3CCc4ccccc43)n(C)c(=O)c2S1 (centres undefined)	-0.25	-0.33	0.035	0.17	15%	·	·	1.3%	·	9%	i	14	3.5	3.6	3.8	0.29	1563
COc1ccc(/C(N)=N/OC(=O)COc2ccccc2Cl)cc1	0.36	-0.24	-0.25	0.57	9%	20	748	-4.6%	i	2%	i	6	2.2	2.8	5.0	0.84	1236
CCOc1ccc(-n2c(=O)cc(N3CCN(c4ccccc4)CC3)[nH]c2=O)cc1	0.48	-0.2	0.51	-0.5	0%	-1	673	-2.4%	i	2%	i	0	2.6	1.1	5.9	-0.36	1351
CCOC(=O)N1CCN(C(=O)CN2C(=O)CC(C)(C)S(=O)(=O)c3ccccc32)CC1	-1.2	-0.44	-0.66	0.92	18%	·	·	-1.1%	i	2%	i	6	1.6	1.2	3.7	-0.66	865
COC(=O)c1ccc(OCC(=O)c2ccccc2OC)cc1	0.53	-0.21	0.1	0.11	3%	16	802	-0.2%	i	0%	i	-1	3.0	2.2	5.4	·	·
CCSc1nnc(Cc2cc(=O)[nH]c(=O)[nH]2)n1-c1ccc(F)cc1	2.3	-0.18	1.2	-0.43	8%	4	700	·	i	4%	i	-6	4.1	3.5	5.0	·	·
O=C(c1cc(-c2cccnc2)nc2ccc(Br)cc12)N1CCN(c2ncccn2)CC1	-0.99	-0.13	-0.35	0.3	10%	·	·	-2.9%	i	-14%	i	6	4.4	3.1	14	1.6	1851
O=C(NCCCn1ccnc1)c1ccc2c(c1)OCCO2	-0.99	-0.2	-0.48	1.2	-1%	·	·	2.9%	i	3%	i	-14	1.7	1.1	1.1	0.55	1201
NC(=NCCc1ccc(Cl)cc1)NS(=O)(=O)c1ccc(F)cc1	-0.3	-0.3	-0.51	0.62	3%	-6	345	-0.9%	i	-1%	i	17	3.4	2.5	8.8	-0.43	1325

Part of the list above with just Autophagy mod.
molecule | Autophagy mod
CC1Cc2nc(SCC(=O)N3CCc4ccccc43)n(C)c(=O)c2S1 (centres undefined) | i
O=C(O)CSC1CC(=O)N(c2cccc(Cl)c2)C1=O (centres undefined) | i

The list goes on:
SMILES	Dynein transport	Dynein transport cytoplasmic EGFP	Dynein transport nuclear GR-EGFP	Dynein transport cell count	P. falciparum M1AAP	Hep lipid drop	Hep lipid drop cells 6.5 µM	CSM14.1 death rescue	Yfh1-depleted yeast	P. falciparum M17LAP	Autophagy mod	Autophagy mod cell loss 18 h	MT stabilizer	MT stabilizer Hoechst-high %	MT stabilizer cytotoxicity %	Insulin prom up	Insulin prom up cell count
COc1ccc(Br)cc1S(=O)(=O)N(CC(=O)N1CCOCC1)c1ccccc1	0.64	0.48	0.2	-0.0023	-4%	·	·	-1.8%	i	7%	i	11	2.1	1.3	6.7	0.14	1556
O=C(Cn1c(=O)sc2ccccc21)Nc1ccc(O)cc1	0.79	-0.26	0.44	-0.57	0%	4	775	0.2%	i	15%	i	-3	3.3	1.8	1.0	·	·
CCOCCCNC(=O)C(c1ccc(Cl)cc1)N(Cc1cccs1)C(=O)c1ccccn1 (centres undefined)	1.5	-0.26	0.95	-1.6	1%	-8	698	-0.8%	i	5%	i	31	3.3	2.5	11	0.33	1361
O=C(Nc1ccccc1)Nc1ccccc1NS(=O)(=O)c1cccs1	-0.36	-0.16	-0.55	0.67	12%	-12	644	2.1%	i	7%	i	0	2.1	3.0	8.4	0.14	1323
CCOC(=O)c1c(N)sc(C(=O)OC)c1C	0.63	-0.35	-0.23	0.57	9%	0	642	-0.7%	i	-13%	i	-18	1.3	1.3	3.4	-0.35	1484
CCOc1ccc(C(=O)NC2CCN(C(=O)NCc3ccccc3)CC2)cc1	-0.058	-0.23	0.25	-0.013	18%	·	·	-2.2%	i	9%	i	47	4.4	2.4	13	-0.29	1119
C=CC[N+](C)(C)CCN1C(=O)C2C(c3ccccc3)C=CC(c3ccccc3)C2C1=O (centres undefined)	1.5	-0.37	0.94	0.25	9%	10	712	-0.4%	i	1%	i	15	5.7	1.7	10	-0.53	1305
c1cc2c(cc1-n1cnnn1)OCO2	0.0003	-0.29	0.064	0.068	3%	-11	638	-2.4%	i	-3%	i	-1	2.7	2.3	4.3	0.35	1193
COc1cccc(CNC(=O)CCC2CCCN(c3cc(C)nc(N4CCCC4)n3)C2)c1 (centres undefined)	-0.16	-0.2	-0.021	-0.0049	-3%	2	725	-2.8%	i	-1%	i	6	4.3	1.9	5.0	1.2	1312
O=C(Cn1cncn1)NCc1ccc(Cl)cc1	-0.4	-0.26	0.51	0.42	-2%	0	609	-0.7%	i	1%	i	20	3.4	2.7	8.8	·	·
c1ccc(CN=C2NN=C(c3cc4ccccc4o3)CS2)cc1	1.6	-0.039	0.52	-0.9	14%	31	608	1.5%	i	10%	i	-6	5.9	10	1.8	0.09	1213
COC(=O)CCC(=O)OC1(C)C(=O)C=C2C=C(C3CC3)N(CC(C)C)C=C2C1=O (centres undefined)	2	-0.79	0.89	-0.56	-6%	11	764	·	i	-6%	·	·	·	·	·	0.57	665
Cc1cc(C)c2cc(CN(Cc3ccco3)C(=S)NCC3CCCO3)c(=O)[nH]c2c1 (centres undefined)	-1.2	-0.16	-0.62	0.76	2%	-5	730	0.7%	i	-19%	i	0	2.9	1.5	6.0	·	·
CCOc1ccc2nc(SC3CC(=O)N(c4ccc(OC)cc4OC)C3=O)sc2c1 (centres undefined)	-4.9*	1.5*	-2.3*	0.65*	6%	27	695	-4.5%	i	1%	i	-19	4.8	2.9	6.7	-0.36	1384
O=C(Nc1ccc2c(c1)ncn2-c1ccccc1)c1ccco1	0.5	-0.16	0.14	-0.71	0%	8	623	-3.4%	i	0%	i	5	4.1	2.6	3.1	0.06	1780
CC(C)OC(=O)c1nn2c(C(F)(F)F)cc(-c3ccco3)nc2c1Cl	4.7	1.4	3.1	0.98	1%	-7	738	-0.5%	i	0%	i	-2	4.3	2.1	3.9	2.1	1221
CN(/C=C/C(=C\C=[N+](C)c1ccccc1)OCCCS(=O)(=O)[O-])c1ccccc1	-1	-0.33	-0.27	1.1	5%	-30	662	-2.5%	i	13%	i	6	4.9	1.4	6.3	0.15	1437
OC1CN=C2Sc3ccccc3N2C1 (centres undefined)	1.9	-0.21	0.92	-0.53	1%	-13	613	·	i	0%	i	3	2.7	1.2	4.3	-0.42	1240
Cc1oc(C)c(C(=O)O)c1COc1ccc(C(=O)O)cc1	-0.54	-0.26	-0.27	0.82	1%	9	772	0.5%	i	15%	i	-6	3.0	2.8	5.9	-1.1	1233
Cc1ccc(NC(=O)Nc2nnc(-c3ccncc3)s2)cc1	-0.36	-0.14	-0.0017	-0.7	-2%	2	706	1.3%	i	6%	i	2	3.3	2.6	1.7	-0.14	1496
COc1ccc(NCc2cc3ccccc3[nH]c2=O)cc1	-0.17	-0.15	-0.47	-0.16	18%	·	·	1.6%	i	-5%	i	4	3.5	2.1	8.5	-0.12	1177
CCOc1ccccc1C(=O)OCC(=O)Nc1cc(Cl)ccc1Oc1ccccc1	0.18	-0.03	-0.075	0.027	16%	-22	672	-0.9%	i	-5%	i	10	2.8	1.5	5.4	1.7	1471
CC1(C)CC(=O)C(C(c2ccccc2F)C2C(=O)CC(C)(C)CC2=O)C(=O)C1	-0.56	-0.18	-0.46	0.15	9%	·	·	1.8%	i	20%	i	-33	3.2	1.4	4.6	·	·
CCN1C(=O)/C(=C\c2cn(CCC#N)nc2-c2ccc(F)cc2)SC1=S	0.94	0.22	0.88	-0.62	2%	-3	614	1.1%	i	-9%	i	16	8.4	2.1	6.4	-0.05	1442
